WRN inhibitor – blocks human WRN helicase; Q14191; WRN helicase unwinding, fluorescent forked duplex, kinetic; Potency, µM (highest dose often 114 µM), inactives show at the top dose activity change, negative = inhibition, hits mostly inhibitors; 0.46% of 360,000 active; AID 651768; also: potency is read from the fitted curve at half-maximal effect; % is scaled to controls: 0 for no effect and ±100 for the full control effect; nearly all actives have a fitted effect of over 55% in size
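Primary qHTS, 1536-well format. 20 nM WRN + compound, 15 min RT; start with 100 nM forked fluorophore/quencher duplex, 2 mM ATP (final); kinetic read ex 525/em 598 nm.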
EPAC1 ag – agonists of human EPAC1 | AID 720707 | EPAC1 agonist qHTS, biochemical assay; response scale: 100% = response to 6.5 mM cAMP | Potency, µM (doses to about 154 µM), for the others: at the top dose activation, hits mostly activators | 0.073% of 360,000 active; also: potency is read from the fitted curve at half-maximal effect; nearly all actives have a fitted effect of over 60% in size
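Read-out is the fluorescence drop as BODIPY-GDP leaves Rap1B (480 nm excitation, 540 nm emission), recorded every 5 minutes over 30 minutes. Reactions held 100 nM EPAC1, 250 nM Rap1B–BODIPY-GDP and 50 uM GDP, with 6.5 mM cAMP setting full activation.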
PI5P4Ka inh – inhibitors of human PI5P4K alpha; P48426; AID 652105; 1.2% of 330,000 active; PI5P4Kalpha enzyme, ADP-Glo luminescence, 60 min; hits give low values; max response, %; active = max response of -50% or lower; inconclusive = between -30% and -50%; inactive = -30% or higher; also: value at the top dose of about 77 µM; % is scaled to controls: 0 for no effect and ±100 for the full control effect
Target sequence (P48426 whole entry, looked up): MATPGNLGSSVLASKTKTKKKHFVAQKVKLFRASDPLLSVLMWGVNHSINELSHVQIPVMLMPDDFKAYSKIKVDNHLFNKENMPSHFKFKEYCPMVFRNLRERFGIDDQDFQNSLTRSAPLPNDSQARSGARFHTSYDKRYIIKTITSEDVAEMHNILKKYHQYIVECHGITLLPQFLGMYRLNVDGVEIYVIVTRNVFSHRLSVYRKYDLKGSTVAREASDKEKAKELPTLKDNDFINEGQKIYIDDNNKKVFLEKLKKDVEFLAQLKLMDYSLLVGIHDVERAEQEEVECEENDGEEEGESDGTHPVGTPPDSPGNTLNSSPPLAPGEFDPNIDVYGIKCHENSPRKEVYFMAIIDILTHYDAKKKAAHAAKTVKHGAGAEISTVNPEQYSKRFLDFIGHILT
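qHTS, 1536-well: enzyme/substrate mix, compound by pin tool, 5 microM ATP final; RT 60 min; ADP-Glo reagents 1 (45 min) then 2 (30 min); luminescence.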
FUS suppressor – FUS proteinopathy suppression in yeast. 0.24% of 390,000 active. Potency, µM (doses to about 76.6 µM), for inactives: at the top dose growth rescue (activation), usual class: activators. S. cerevisiae FUS-expressing, growth rescue, OD600, 24 h. AID 1347120;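 also: potency is read from the fitted curve at half-maximal effect; plate controls were DMSO vehicle for no effect and reference control for full effect; nearly all actives have a fitted effect of over 55% in size; some results filed as inactive show a strong effect at the top dose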
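Quantitative HTS measuring growth restoration of FUS-toxic yeast. Galactose-induced cells (OD 0.005) were exposed 24hr at 30C to compounds at several concentrations, then absorbance at 600 nm was recorded.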
Abeta rescue – A-beta toxicity reversal in yeast | yeast expressing A-beta42, growth rescue, OD600, 48 h; response scale: 0% DMSO, 100% iron-clioquinol control | Potency, µM (titrated, usually from 46.1 µM), inactives show at the highest dose growth rescue, hits mostly activators | 0.063% of 410,000 active; also: potency is read from the fitted curve at half-maximal effect; nearly all actives have a fitted effect of over 55% in size
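Yeast growth medium received pinned compounds, then yeast cells expressing toxic A-beta were added; plates incubated at 30 C for 48 hr. Growth read as absorbance at 600 nm, normalized to DMSO and equimolar FeCl3 plus clioquinol controls.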
IL2 activator – activates IL-2 in a cell-based reporter assay; AID 652025; activation, % (series mostly up to about 46 µM); 0.065% of 360,000 active; IL-2 activation reporter assay, cell-based qHTS; stimulated with anti-CD3/CD4/CD28 beads; in transgenic mouse T cells; in the data active = activation above about 50%; inconclusive = mostly about 30% to 49%; also: 0% is about no effect
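Readout is EGFP and DsRed signal by fluorescent plate cytometry after 18 h at 37 degrees C. Transgenic mouse T cells (750/well) received compound for 60 min before bead stimulation (anti-CD3, anti-CD4, anti-CD28); memory T cells served as non-tolerant control.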
PLK1 PBD block – blocks phosphopeptide binding to human PLK1 polo-box domain; P53350; Plk1 PBD binding of FITC phosphopeptide, fluorescence polarization; Potency, µM, for the others: max response, negative = inhibition, hits mostly inhibitors; 2.8% of 360,000 active; also: potency is read from the fitted curve at half-maximal effect; series mostly up to about 57 µM; % is scaled to controls: 0 for no effect and ±100 for the full control effect; nearly all actives have a fitted effect of over 65% in size
Target sequence (P53350 whole entry, looked up, the tested form may be a part): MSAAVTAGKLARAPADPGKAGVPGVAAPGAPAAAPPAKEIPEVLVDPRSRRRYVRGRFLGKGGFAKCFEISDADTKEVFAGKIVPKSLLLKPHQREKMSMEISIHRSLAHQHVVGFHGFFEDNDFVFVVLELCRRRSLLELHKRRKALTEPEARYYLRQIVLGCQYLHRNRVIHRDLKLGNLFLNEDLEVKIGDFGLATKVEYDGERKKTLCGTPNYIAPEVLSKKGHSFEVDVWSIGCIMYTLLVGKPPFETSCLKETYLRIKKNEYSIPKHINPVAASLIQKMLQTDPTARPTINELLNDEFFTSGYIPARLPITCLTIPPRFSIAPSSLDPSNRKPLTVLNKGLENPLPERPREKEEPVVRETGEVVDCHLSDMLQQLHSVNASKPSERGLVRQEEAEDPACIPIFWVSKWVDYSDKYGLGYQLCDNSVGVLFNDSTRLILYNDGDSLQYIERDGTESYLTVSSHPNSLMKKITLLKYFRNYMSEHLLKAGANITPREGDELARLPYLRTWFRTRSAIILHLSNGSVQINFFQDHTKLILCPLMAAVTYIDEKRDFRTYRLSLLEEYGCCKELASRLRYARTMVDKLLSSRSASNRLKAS
EPAC1 antagonist – antagonists of human EPAC1; O95398; EPAC1 GEF assay, Rap1b-BODIPY-GDP exchange fluorescence; Potency, µM (doses to about 115 µM), without a hit: at the top dose activity change, negative = inhibition, hits mostly inhibitors; 0.14% of 360,000 active; AID 720709;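 also: potency is read from the fitted curve at half-maximal effect; plate controls were vehicle for no effect and positive control for full effect; nearly all actives have a fitted effect of over 50% in size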
The depositor's hits bear a star; ? = inconclusive; / = not tested or not shown; [ ] = dose if it differs, or a comment. Unless noted, calls follow the shape of the dose curve; as a rule, active = well fitted curve in the direction sought with a large enough effect; inconclusive = small, poorly fitted or top-dose-only effect, or another doubt; inactive = no such curve, though single readings can be large; an effect the other way counts as inactive or inconclusive. The order is random; about 4.1% have a hit in one of these screens.

Sample of the layout (3 entries):
SMILES	WRN inhibitor	EPAC1 ag	PI5P4Ka inh	FUS suppressor	Abeta rescue	IL2 activator	PLK1 PBD block	EPAC1 antagonist
CCOC(=O)c1c(/N=C/C2C(=O)CC(C)(C)CC2=O)sc2c1CCCC2	0%	-2%	2	-21%	5%	0.0	-2%	12%
Fc1ccc2cnc(-c3ccccc3)c(-c3ccc(C(F)(F)F)cc3)c2c1	-8%	-1%	5	-5%	3%	2.1	-5%	-15%
Cc1ccc(C)c(NC(=S)c2nc3ccccc3s2)c1	-3%	-8%	13	-3%	0%	-1.3	8.4µM*	-10%

The whole of this part, from the first entry:
SMILES	WRN inhibitor	EPAC1 ag	PI5P4Ka inh	FUS suppressor	Abeta rescue	IL2 activator	PLK1 PBD block	EPAC1 antagonist
CCOC(=O)c1c(/N=C/C2C(=O)CC(C)(C)CC2=O)sc2c1CCCC2	0%	-2%	2	-21%	5%	0.0	-2%	12%
Fc1ccc2cnc(-c3ccccc3)c(-c3ccc(C(F)(F)F)cc3)c2c1	-8%	-1%	5	-5%	3%	2.1	-5%	-15%
Cc1ccc(C)c(NC(=S)c2nc3ccccc3s2)c1	-3%	-8%	13	-3%	0%	-1.3	8.4µM*	-10%
COc1ccc(CCN(CC(=O)NC(C)(C)C)C(=O)Cn2nnc(-c3ccc(C)o3)n2)cc1OC	-6%	4%	3	21%	4%	6.9	-16%	4%
Cc1ccc(NC(=O)C2CCCN(c3ncccn3)C2)c(C)c1 (stereo unspecified)	-1%	7%	-2	-3%	-13%	0.8	-1%	6%
O=C(c1ccc(S(=O)(=O)c2cccc(Cl)c2)c([N+](=O)[O-])c1)N1CCN(c2ccccn2)CC1	-7%	12%	-3	31%	-71%[inhibitor]	-2.8	-11%	?
Cc1ccccc1Sc1ncccc1[N+](=O)[O-]	-32%	8%	0	-14%	14%	2.6	-7%	-1%
O=C(NC1CCCC1)C(C1CC1)n1c(-c2ccccn2)nc2ccccc21 (stereo unspecified)	-7%	4%	0	7%	-12%	0.1	3%	-5%
c1ccc(-c2nnc(N3CCOCC3)c3ccccc23)cc1	11%	4%	-4	-6%	-10%	4.6	4%	3%
CC(=O)c1ccc(N2CCN(C(=O)C3CCCN(c4ncnc5c4nc4n5CCCCC4)C3)CC2)cc1 (stereo unspecified)	2%	4%	0	7%	-5%	-5.8	-11%	7%
COc1ccc(S(=O)(=O)NCc2ccccn2)cc1C	5%	4%	1	-15%	9%	-0.9	3%	15%
CCC1CCCCN1S(=O)(=O)c1ccc2c(c1)CCN2C(=O)C1CCC1 (stereo unspecified)	-6%	14%	2	26%	-19%	-0.7	-2%	1%
O=C(CN(Cc1ccccc1)S(=O)(=O)c1ccccc1)NC1CC1	0%	-1%	/	-4%	11%	-0.2	-3%	17%
CCC(NC(=O)c1oc2ccccc2c1COC)c1ccc(OC)cc1 (stereo unspecified)	-5%	9%	-17	16%	-1%	-2.5	-9%	-30%
CCN(c1ccccc1)S(=O)(=O)c1ccc(Cl)c(NC(=O)CN2CCCCCC2)c1	-27%	14%	-7	26%	-14%	-3.5	-14%	-12%
Cc1ccc(C)c(NC(=O)CSc2nc3[nH]ncc3c(=O)[nH]2)c1	5%	-7%	-12	4%	10%	-0.4	-6%	0%
CS(=O)(=O)NCc1nnc(SCC(=O)NC2CCCCC2)n1-c1ccc(F)cc1	-16%	-5%	12	-22%	12%[9.22 µM]	-4.9	-1%	-9%
Cc1ccc(C)c(N2CCN(C(=O)c3cc4ccccn4n3)CC2)c1	-3%	?	2	8%	4%	0.8	-14%	11%
CCOc1ccc(S(=O)(=O)N(C)CC(=O)NCc2ccccn2)cc1Cl	-2%	-8%	1	9%	-4%	-0.5	-5%	4%
CCOc1cc(C2C3=C(CCCC3=O)N(CCC(=O)O)C3=C2C(=O)CCC3)ccc1OS(=O)(=O)c1ccc(C)cc1	-4%	-4%	-15	23%	7%	2.5	-8%	20%
CC(C)CN(C(=O)CN1CCN(S(=O)(=O)c2ccc3ccccc3c2)CC1)c1c(N)n(CC(C)C)c(=O)[nH]c1=O	2%	-16%	-4	22%	-8%	-1.3	-8%	-14%
O=C(O)Cc1sc(Nc2cccc3ccccc23)nc1-c1ccc(Cl)cc1	-19%[11.6 µM]	-1%	0	20%	-5%	-2.6	27µM*	-21%
O=C(COc1ccccc1F)NC1CC1	-1%	-3%	/	-23%	3%	1.2	1%	20%
O=c1[nH]ncc(NCCCO)c1Cl	6%	2%	-11	7%	2%	-0.6	-9%	?
O=C(CC(Cc1ccccc1)C(=O)O)Nc1cccc(C(F)(F)F)c1 (stereo unspecified)	1%	1%	25	19%	-9%	-2.4	-19%	-25%
Cc1ccc(S(=O)(=O)N(C)CC(=O)Nc2ccccc2)cc1	-6%	12%	/	-19%	5%	-1.2	-6%	8%
O=C(Nc1ccc2c(c1)[C@H]1C[C@@H](CC(=O)N3CCOCC3)O[C@@H](CO)[C@H]1O2)C1CCOCC1	-2%	-2%	-1	-25%	4%	-2.5	-9%	-14%
CN(C)C(CNC(=O)c1ccc(Cl)c(S(=O)(=O)N2CCCCCC2)c1)c1ccccc1 (stereo unspecified)	0%	16%	5	0%	2%	-0.5	0%	7%
COc1ccc(S(=O)(=O)N2CCC(C(=O)NCCC(=O)Nc3ccc(Cl)cc3)CC2)cc1	-1%	-7%	3	6%	-6%	0.9	-12%	-14%
Cc1ccc(-c2ccc(S(=O)(=O)N3CC(C)OC(C)C3)cc2)cc1 (stereo unspecified)	-2%	3%	-3	-4%	-3%	0.6	5%	-27%
O=C(CN1CCN(Cc2ccccc2Cl)C1=O)NCc1ccccn1	-2%	-9%	1	-29%	-13%	-1.1	3%	10%
COc1ccc(NC(=S)N(C)CC2COc3ccccc3O2)cc1 (stereo unspecified)	-3%	19%	-2	-36%	13%	-0.1	0%	-12%
Cc1cccc(OC(=O)c2cccnc2)c1C	-1%	-10%	-5	-13%	6%	-0.3	-11%	-25%
CCOC(=O)N1CCN(C(=O)COc2cccc3c2CCN(Cc2cccc(C)c2)C3=O)CC1	10%	-6%	0	7%	1%	-3.2	0%	7%
COc1ccc(S(=O)(=O)Nc2ccc(F)c(Cl)c2)cc1OC	-19%	2%	-5	-20%	?	0.0	-1%	-3%
CCc1ccccc1NC(=O)CSc1ncn[nH]1	0%	-9%	/	-16%	-9%	-2.3	-7%	-15%
CCc1ccc(C(=O)/C=C/NCc2ccc(F)cc2)cc1	-1%	0%	0	/	-76%[inhibitor]	0.4	1%	-4%
CCCCC(=O)Nc1ccc(S(=O)(=O)Nc2nccc(C)n2)cc1	-3%	-10%	-4	-23%	9%	-0.1	-1%	-11%
CCC(C)(C)NC(=O)C(c1ccc(OC)cc1)N(C(=O)CCC(=O)Nc1cc(C)on1)c1ccc2c(c1)OCCO2 (stereo unspecified)	-3%	-6%	-8	?	-5%	-0.3	-12%	5%
Cc1ccc(C)c2nc(SCC(=O)Nc3ccc4c(c3)OCO4)c(C#N)cc12	-8%	7%	9	-11%	-3%	-0.8	-9%	1%
COc1cc(OC)c(N2CC(C(=O)Nc3cccc(C(=O)NC4CC4)c3)CC2=O)cc1Cl (stereo unspecified)	-10%	-9%	7	34%	-7%	-0.5	-9%	-12%
CCOc1ccc(Oc2ccc(NC(=O)[C@@H](NC(N)=O)[C@@H](C)CC)cc2)cc1	5%	-3%	1	6%	13%	-1.6	-15%	2%
COc1cc(/C=C/C(=O)O)cc(S(=O)(=O)NCc2ccc3c(c2)OCO3)c1OC	-9%	-1%	-15	22%	4%	-0.6	?	-11%
Cc1ccc2nc(SCC(=O)Nc3cccc4ccccc34)nc(=O)n2c1	9%	8%	2	15%	-4%	-1.0	-10%	-16%
CCc1cccc(NC(=O)Cc2cn(C)c3ccccc23)c1	-4%	8%	0	6%	-13%	-0.7	0%	4%
CC(C)(OC(=O)c1ccc(F)cc1)c1cc2ccccc2c(=O)o1	-7%	-9%	4	-10%	7%	0.1	3%	-14%
Cc1ccsc1/C=N/NC(=O)CNC(=O)c1ccccc1	-6%	0%	5	-20%	-11%	-0.7	3%	-33%
CC(C)Cn1c(N)c(C(=O)COC(=O)c2ccc(O)cc2O)c(=O)n(C)c1=O	-8%	-1%	8	?	1%	-5.8	-10%	-19%
Cc1cccc(NC(=O)c2cccc(N3C(=O)C4CCC(C)CC4C3=O)c2)c1C (stereo unspecified)	-35%	-2%	-6	/	-10%	-4.6	-10%	-15%
O=[N+]([O-])c1ccc(-c2nc(Cl)c3c(n2)CCCC3)o1	-7%	-9%	3	4%	-70%[inhibitor]	0.1	-8%	-9%
COC(=O)c1[nH]c(C)c(/C(O)=C2\C(=O)C(=O)N(CCN3CCOCC3)C2c2ccccc2OC)c1C (stereo unspecified)	-1%	4%	-4	3%	-7%	-2.8	-5%	1%
CCn1cc(CNC(=O)c2cc(COc3ccc(F)cc3F)on2)cn1	8%	4%	-2	-24%	7%	-3.5	-10%	-18%
Cc1cccc(OCc2nc(-c3nonc3N)no2)c1C	-18%	0%	/	18%	-13%	-0.6	-2%	9%
O=C(O)CCCCCNC(=O)/C=C/c1ccco1	-11%	4%	0	0%	11%	-1.5	-16%	-4%
CN(Cc1ccccc1)C(=O)Cn1cccc1C(=O)c1ccccc1	2%	-3%	-7	26%	-3%	0.0	-4%	3%
O=C(COC(=O)/C=C/c1ccc(F)cc1)NCc1ccc2c(c1)OCO2	3%	4%	0	9%	-8%	-0.3	-2%	23%
O/N=C(/c1ccc(Cl)cc1)C1CC1c1ccccc1 (stereo unspecified)	4%	20%	9	14%	27%	-0.3	-6%	-15%
CCS(=O)(=O)N1Cc2ccccc2CC1C(=O)Nc1cc(S(C)(=O)=O)ccc1Cl (stereo unspecified)	-8%[11.6 µM]	7%	?	?	8%	-0.7	-7%	-1%
Fc1ccccc1CNc1ccc(Cl)cc1	-16%	19%	/	11%	22%	0.1	-5%	-21%
CCCCC1(O)CC(C(F)(F)F)=NN1C(=O)COc1ccccc1 (stereo unspecified)	-2%	-1%	/	9%	4%	-2.1	-3%	-1%
CC(=O)N1CCc2cc(Br)cc(S(=O)(=O)NCCN3CCCCC3C)c21 (stereo unspecified)	3%	-15%	-23	30%	15%	-1.1	-7%	2%

Source: PubChem (National Center for Advancing Translational Sciences (NCATS))
